High-throughput results from PubChem.
NF-kB expr up – raises NF-kB expression in human neuronal cells. NF-kB reporter expression; active compounds read high. fold change at 12.5 µM. 1.6% of 190,000 active. AID 1239; in the data active = fold change above about 3.3
STAT3 act – STAT3 signaling activation; U3A cells, IL-6 STAT3-luciferase reporter, luminescence; 100% = signal with IL-6 EC80 alone; activation (% of control), % at 5.6 µM; 0.91% of 190,000 active; AID 871;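 active = activation above the screen-wide mean of compound activation plus 3 SD, cut at about 130% in these data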;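 also: 0% = background luminescence of wells with medium and substrate only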
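Test system: Human STAT1-deficient U3A cells with stable STAT3-luciferase reporter | Also added: Interleukin-6, 33 ng/mL | Timing: Compound pre-incubation 1 h before IL-6, then 6 h stimulation at 37 °C | Technique: Luciferase reporter luminescence | Read-out: Percent of IL-6-only median luminescence | Benchmarks: IL-6-only wells as 100% reference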
APP transl inh – APP translation inhibition; SH-SY5Y APP 5'UTR-luciferase reporter, luminescence; inhibition, % at 2 µM; 0.82% of 190,000 active;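 active = inhibition above a set limit, derived from the sample mean plus 3 SD, cut at about 45% in these data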; also: values of inactives mirror those of a sister screen read the other way
FLuc inhib CS – Photinus pyralis luciferase inhibition counter-screen; 1.5% of 200,000 active; P08659; ATPLite firefly luciferase biochemical luminescence, 10 min; AID 1006; inhibition, % at 10 µM;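 active = inhibition above about 50% when tested at 10 µM, limit read from the data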
Target sequence (P08659 whole entry, looked up): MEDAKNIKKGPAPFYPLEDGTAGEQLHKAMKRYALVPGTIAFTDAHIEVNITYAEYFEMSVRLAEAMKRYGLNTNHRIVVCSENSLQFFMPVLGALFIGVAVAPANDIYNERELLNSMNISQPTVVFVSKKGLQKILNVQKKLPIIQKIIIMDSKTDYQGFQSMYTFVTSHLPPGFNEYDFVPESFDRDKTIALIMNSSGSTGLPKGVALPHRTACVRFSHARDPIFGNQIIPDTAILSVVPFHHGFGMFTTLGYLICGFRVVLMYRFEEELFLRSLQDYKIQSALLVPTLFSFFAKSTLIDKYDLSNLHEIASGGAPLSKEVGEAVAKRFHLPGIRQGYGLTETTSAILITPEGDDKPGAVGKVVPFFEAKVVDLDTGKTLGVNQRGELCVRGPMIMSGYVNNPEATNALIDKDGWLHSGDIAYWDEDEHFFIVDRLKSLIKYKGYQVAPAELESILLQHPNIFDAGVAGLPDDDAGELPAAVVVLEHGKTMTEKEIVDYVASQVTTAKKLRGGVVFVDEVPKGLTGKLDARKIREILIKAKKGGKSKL
STAT1 blocker – reduces IFN-gamma driven STAT1 reporter signal; NIH 3T3 STAT1-luciferase reporter, luminescence; inhibition, % at 5.5 µM; 0.35% of 200,000 active; AID 920;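 active = inhibition above a set limit, the mean inhibition across all tested compounds plus 3 SD, cut at about 34% in these data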;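 also: 0% = IFN-gamma with DMSO and 100% = IFN-gamma with 300 µM nifuroxazide; values of inactives mirror those of a sister screen read the other way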
Hsp70 act – switches on Hsp70 transcription. HeLa Hsp70 promoter luciferase reporter, luminescence; scaled: vehicle 0, proteasome-inhibitor control 100%. 0.04% of 200,000 active. AID 1203. activation, % at 10 µM;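 active = activation above the mean across all tested compounds plus 3 SD, cutoff set per campaign, cut at about 5.5% in these data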;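 also: 100% = MG132 at 30 µM as the positive control and 0% = DMSO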
RAM network inh – inhibitors of the yeast RAM network | S. cerevisiae dse1pr::URA3 reporter, 5-FOA growth OD615, 2 d; analog-sensitive cbk1-as2 kinase mutant strain | inhibition, % at 50 µM | 1.8% of 190,000 active;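 active = inhibition above a set limit, 3 SD over mean compound inhibition, cut at about 8.4% in these data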;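 also: 0% = DMSO-only wells with no growth and 100% = 10 µM 1-NA-PP1 full growth; inhibition rescues growth on 5-FOA so higher OD means more RAM inhibition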
STAT3 inh – STAT3 signaling inhibition | U3A cells, IL-6 STAT3-luciferase reporter, luminescence; host cell line lacks STAT1 | inhibition, % at 5.5 µM | 0.89% of 190,000 active;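 active = inhibition above the mean inhibition across all screened compounds plus 3 SD, cut at about 44% in these data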;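 also: 0% = DMSO only wells and 100% = 100 µM nifuroxazide control wells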
APP 5'UTR act – APP 5'UTR luciferase reporter activation | AID 1276 | SH-SY5Y APP 5'UTR luciferase reporter, luminescence; zero percent = DMSO vehicle wells | activation, % at 2 µM | 1% of 190,000 active;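 active = activation above a set limit, based on mean plus 3 SD of controls, cut at about 140% in these data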; also: values of inactives mirror those of a sister screen read the other way
STAT1 activator – activators of IFN-gamma induced STAT1 signaling; NIH 3T3 STAT1-luciferase reporter, luminescence; 100% = IFN-gamma alone, no compound; activation (% of control), % at 5.5 µM; 2.6% of 200,000 active;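 active = activation above the screen-wide mean activation plus 3 SD, cut at about 130% in these data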;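 also: raw ratio to IFN-gamma control signal so 100% means no change and 0% no light; values of inactives mirror those of a sister screen read the other way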
* marks the source's active call; other numbers are inactive results; / = no result given.

SMILES	NF-kB expr up	STAT3 act	APP transl inh	FLuc inhib CS	STAT1 blocker	Hsp70 act	RAM network inh	STAT3 inh	APP 5'UTR act	STAT1 activator
Cc1ncc(CN2CCN(C3CCCC3)C(CCO)C2)s1 (stereo unspecified)	0.89	92	16	1	-5	0.1	-1.2	11	-16	103
O=C(CSc1nc2ccc([N+](=O)[O-])cc2[nH]1)c1ccc2ccccc2c1	1.1	118	8	-8	-6	-0.2	3.4	-10	-8	105
CCn1c(NC(=O)c2ccccc2)c(-c2cccs2)c(=O)c2ccccc21	0.85	100	8	-2	2	-0.4	1.7	6	-8	98
C=CCN1C(=O)N/C(=C/c2ccc(N3CCOCC3)o2)C1=O	0.44	84	88*	-2	25	2.3	1.4	18	-89	78
COc1cc(OC)c(C(=O)NCCCn2ccnc2)cc1OC	1.1	100	-8	-9	2	-0.1	2.1	5	8	98
Cc1ccccc1OCC(O)Cn1c(NCc2ccco2)nc2c1c(=O)n(C)c(=O)n2C (stereo unspecified)	0.51	98	3	-7	15	0.0	-0.5	8	-3	87
CC1CC(C)CN(C(=O)CSc2nc(Cc3cccs3)nc3ccccc23)C1 (stereo unspecified)	0.49	112	/	-2	-5	-0.3	1.5	-9	/	104
CC(C)(C)C(C(=O)O)N1CCS(=O)(=O)CC1 (stereo unspecified)	0.98	96	-15	-6	-1	-0.2	0.6	9	15	101
COc1ccc(-c2nc3c(c(SCC(=O)N4CCOCC4)n2)COC(C)(C)C3)cc1	1	93	-7	-3	2	0.1	1.8	14	7	99
COc1ccccc1CN=C1NC(=O)C(CC(=O)Nc2ccc(OC)c(OC)c2)S1 (stereo unspecified)	0.91	113	11	-4	-4	-0.1	1.6	-16	-11	104
CC(=O)Oc1ccccc1/C=C1\CCOC1=O	1.1	90	-4	-4	0	0.7	1.9	13	4	100
CCCC(=O)N(c1ccc2oc(C)c(C(C)=O)c2c1)S(=O)(=O)c1ccc(C)c([N+](=O)[O-])c1	1	106	-32	0	9	-0.1	3.0	-10	32	92
N#CC1=C(O)C(c2ccccc2)n2c1nc(=O)c1ccccc12 (stereo unspecified)	0.85	105	1	-3	0	-0.5	0.4	-3	-1	100
O=C(CSc1ccc(Cl)cc1)Nc1ccccc1N1CCN(C(=O)c2ccc(Cl)cc2)CC1	0.69	113	-5	-8	3	-0.2	3.5	-17	5	98
CC(=O)c1ccc(NC(=O)N[C@@H](CC(C)C)C(=O)O)cc1	1	84	-8	-6	-6	-0.1	-0.1	22	7	106
O=C(CCc1nc2ccccc2[nH]1)N1CCc2ccccc2C1	0.98	99	-9	-5	-1	-0.1	0.8	1	9	101
O=C(COc1ccccc1)NCc1ccc2c(c1)OCO2	1.1	96	-14	-6	-8	-0.1	3.3	7	14	107
CCN(CC)CCCC(C)NC1=NCCCCC1 (stereo unspecified)	1	105	4	-2	4	-0.3	0.9	-2	-4	96
CC(C)Cn1c(=O)c(C(=O)N/N=C/c2cccc(F)c2)c(O)c2ccccc21	0.9	119	17	-10	-3	0.0	0.1	-17	-17	102
Cc1cccc2cc(CN(CC3CCCO3)C(=S)Nc3ccccc3)c(=O)[nH]c12 (stereo unspecified)	1.3	96	5	-8	15	0.0	0.5	4	-5	87
Cc1ccc(NC(=S)NCc2ccc3c(c2)cc(C)n3C)c(C)c1	1	102	2	-5	6	-0.5	2.9	4	-2	95
Cc1ccc(/C=N/NC(=O)c2nc3nc(C)cc(C)n3n2)cc1	1.2	97	0	3	-11	-0.3	1.6	4	0	110
CCc1nc(SCC(=O)c2cccs2)c2oc3ccccc3c2n1	1.1	93	8	-6	-5	-0.4	2.4	12	-8	104
CC(Oc1ccc(Cl)cc1Cl)C(=O)Nc1cccnc1 (stereo unspecified)	1.2	85	1	1	3	-0.1	-1.2	20	-1	95
CC(NC(=O)/C(=C\c1ccco1)NC(=O)c1ccccc1Br)C(=O)O (stereo unspecified)	1.5	100	-15	-12	-1	-0.2	2.9	12	15	100
O=c1c2ccccc2nnn1Cc1ccccn1	1.1	106	1	-4	1	0.5	0.0	-4	-1	99
CCc1cc2c(=O)c(-c3nc4ccccc4n3C)c(CCCC(=O)O)oc2cc1OC(=O)C(C)(C)C	1.4	102	-2	2	9	-0.4	0.6	1	2	91
COc1ccc([N+](=O)[O-])cc1N(CC(=O)NC(C(C)C)C(C)C)S(C)(=O)=O	1.1	101	4	-6	-1	-0.3	1.3	4	-4	100
Cc1ccc(-c2nc(SCC(N)=O)c(C#N)c3c2CCCC3)cc1	0.78	98	0	-8	-1	-0.2	3.2	2	0	101
CC(=O)CCC(=O)NCCc1ccccc1F	1.2	100	9	-2	-9	-0.3	2.9	3	-9	108
C/C(=N/O)c1ccc(Oc2cnccn2)cc1	1.4	101	9	3	-2	-0.2	1.2	1	-9	101
CC(=O)NCC(=O)N(c1c(C)n(C)n(-c2ccccc2)c1=O)C1(C(=O)NC2CCCC2)CCCCC1	1.1	103	5	-6	-3	-0.2	1.7	3	-5	104
CCN(Cc1cnn(C)c1)C(=O)c1ccc(OC2CCN(S(=O)(=O)N(C)C)CC2)cc1	1.2	100	15	-2	4	-0.3	1.1	6	-15	95
C/C(=N\NC(=O)c1ccc(Br)cc1)C1C(=O)c2ccccc2C1=O	0.95	102	2	-9	-1	-0.4	3.7	-2	-2	101
COc1ccc2nc(NC(=O)CSc3nc(C)cc(=O)[nH]3)sc2c1	1.2	98	60*	3	-8	0.2	3.1	8	-60	108
O=C(NCc1ccccc1)C(c1ccco1)N(C(=O)c1cnccn1)c1ccc(F)cc1 (stereo unspecified)	0.7	100	-2	-5	0	-0.1	0.5	4	2	100

One compound at a time (already shown).
Results for CCc1cc2c(=O)c(-c3nc4ccccc4n3C)c(CCCC(=O)O)oc2cc1OC(=O)C(C)(C)C = NF-kB expr up = 1.4; STAT3 act = 102; APP transl inh = -2; FLuc inhib CS = 2; STAT1 blocker = 9; Hsp70 act = -0.4; RAM network inh = 0.6; STAT3 inh = 1; APP 5'UTR act = 2; STAT1 activator = 91
Results for CCN(Cc1cnn(C)c1)C(=O)c1ccc(OC2CCN(S(=O)(=O)N(C)C)CC2)cc1 = NF-kB expr up = 1.2; STAT3 act = 100; APP transl inh = 15; FLuc inhib CS = -2; STAT1 blocker = 4; Hsp70 act = -0.3; RAM network inh = 1.1; STAT3 inh = 6; APP 5'UTR act = -15; STAT1 activator = 95

(further entries)
SMILES	NF-kB expr up	STAT3 act	APP transl inh	FLuc inhib CS	STAT1 blocker	Hsp70 act	RAM network inh	STAT3 inh	APP 5'UTR act	STAT1 activator
C#CCOC(=O)Nc1cccn(Cc2c(Cl)cccc2Cl)c1=O	1.3	85	-4	3	-2	-0.1	-0.9	25	4	102
COc1cccc(Cn2cc(N)cn2)c1	1.1	101	2	-6	-6	-0.2	0.7	7	-2	106
OCCNCCCCOc1ccc(OCc2ccccc2)cc1	2.6	102	-97	14	-26	-0.2	0.0	-5	97	123
O=C(N/N=C/c1oc(O)c2ccccc12)c1ccccc1	0.91	103	-63	-2	-23	0.0	-0.1	3	63	120
O=C1CC(c2ccccc2)CC(O)=C1C=Nc1ccc(Cl)cc1 (stereo unspecified)	1.4	98	2	-3	-2	-0.2	3.8	-1	-2	102
COc1ccccc1NC(=O)CN1CCC(C(=O)c2ccc(F)cc2)CC1	0.86	99	0	-5	-12	-0.1	0.7	5	0	111
CC1(C)CC(=O)C=C(NCc2ccncc2)C1	0.92	92	9	-6	1	-0.3	1.6	16	-9	99
Cc1cc2c(c(=O)o1)C(C(C)C)C(C#N)=C(N)O2 (stereo unspecified)	1.1	99	11	-5	-2	-0.4	1.5	4	-11	102
CN(Cc1ccccc1)C(=O)c1ccccc1Br	1.2	104	4	-3	6	-0.4	0.4	-4	-4	94
COCCn1c(C)cc2c(c1=O)C(c1ccccc1F)C(C#N)=C(N)O2 (stereo unspecified)	1.1	105	6	-8	2	-0.2	2.4	-6	-6	98
N#C/C(=C\c1ccc(O)c(O)c1)C(=O)NCCCc1ccccc1	1.3	107	-3	-2	0	-0.1	-0.6	-6	3	100
Cc1ccc(Sc2cc(Cl)nc(N)n2)cc1	1.4	111	-15	-3	-8	-0.2	3.1	-5	15	107
CC(C)=C(NC(=O)c1ccccc1)C(=O)Nc1cccc(C(=O)O)c1	1.1	98	-22	-1	0	-0.4	2.0	6	23	98
COc1ccc(CCNC(=O)CSc2ccc(-c3cccs3)nn2)cc1	1.4	111	-1	-1	-2	-0.2	2.4	-11	1	100
COc1ccc(-c2nc(C#N)c(NCc3ccc(F)cc3)o2)cc1OC	1.3	93	-20	-7	-8	0.1	8.9*	11	20	107
CC(C)(C)c1nnc(SCC(=O)c2ccccc2)n(N)c1=O	1.2	100	-11	-3	6	-0.3	1.2	2	11	94
COc1ccc(S(=O)(=O)N2CCCC2C(=O)Nc2ccc(O)cc2)cc1 (stereo unspecified)	1.7	100	9	-5	12	-0.2	1.2	0	-9	90
O=[N+]([O-])c1cc(-c2cnc3ccccc3n2)ccc1Oc1ccc(F)cc1	1.5	93	-5	0	-1	0.1	8.1	13	5	101
O=C(CCCN1C(=O)/C(=C/c2cccc(Br)c2)SC1=S)Nc1cccnc1	3.4*	98	3	-9	7	-0.3	1.9	8	-3	92
CN1C(=O)NC(c2ccc(O)cc2)C2=C1CN(c1cccc3ccccc13)C2=O (stereo unspecified)	1.2	110	4	-5	0	-0.1	1.8	-7	-4	100
COc1ccc(/C=C2/SC(c3ccc(C)cc3)=NC2=O)cc1OC	1.1	102	-12	4	7	-0.1	4.3	5	12	93
COc1ccc(S(=O)(=O)N/N=c2\oc3c(OC)cccc3cc2S(=O)(=O)c2ccc(C)cc2)cc1OC	0.9	120	-1	-1	10	-0.2	11*	-16	1	91
Cc1ccc(S(=O)(=O)CCC(=O)OCc2ccc(Cl)cc2)cc1	0.98	95	10	-4	3	-0.6	4.4	4	-10	98
COc1ccc(NC(=O)CCCC(=O)OCC(F)(F)C(F)F)cc1	/	101	1	-7	-8	-0.4	/	6	-1	108

Rewritten with two lines to a compound: entries from further up.
Results follow in this order: NF-kB expr up | STAT3 act | APP transl inh | FLuc inhib CS | STAT1 blocker | Hsp70 act | RAM network inh | STAT3 inh | APP 5'UTR act | STAT1 activator
O=C(CCCN1C(=O)/C(=C/c2cccc(Br)c2)SC1=S)Nc1cccnc1
    3.4* | 98 | 3 | -9 | 7 | -0.3 | 1.9 | 8 | -3 | 92
CN1C(=O)NC(c2ccc(O)cc2)C2=C1CN(c1cccc3ccccc13)C2=O (stereo unspecified)
    1.2 | 110 | 4 | -5 | 0 | -0.1 | 1.8 | -7 | -4 | 100

(continued)
SMILES	NF-kB expr up	STAT3 act	APP transl inh	FLuc inhib CS	STAT1 blocker	Hsp70 act	RAM network inh	STAT3 inh	APP 5'UTR act	STAT1 activator
C=CCN1C(=O)C(Cc2ccc(OC)cc2)S/C1=N/N=C/c1ccco1 (stereo unspecified)	0.79	97	-15	0	5	-0.3	5.5	10	15	95
O=C(Cn1c(=O)n(-c2ccc(F)cc2)c(=O)c2sccc21)c1ccccc1	0.97	103	-8	0	0	-0.1	0.8	0	8	100
CC1(NC(=O)C2CCCCC2)CCS(=O)(=O)C1 (stereo unspecified)	0.99	103	-8	-1	-5	0.2	2.5	1	8	102
Cc1cc(C(=O)CN2C(=O)C(=O)N(Cc3ccccc3)C2=O)c(C)n1-c1ccc2c(c1)OCCO2	0.8	106	-28	-7	7	-0.1	3.2	-6	28	92
Cn1cnc2nc3n(c2c1=O)CCC3	0.9	101	12	2	10	0.1	2.0	-1	-12	92
